# High-throughput results (PubChem BioAssay)
# esBAF inh = Bmi1 luciferase reporter increase in mESCs, primary screen, esBAF inhibitor project, mouse ES cells, Bmi1 luciferase knock-in, single point; 24 h; 100% = twice the neutral-well signal; 350,000 compounds, 2% hits; reporter increase, % at 12.5 µM; in the data active means activation above about 40%;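 further: 0% = median of the plate's neutral control wells and 100% = double that signal; a rise in the Bmi1 reporter signal indicates esBAF inhibition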
# ERAP1 inh = human ERAP1 aminopeptidase inhibitors, primary screen, biochemical, single point, plate reader; Endoplasmic reticulum aminopeptidase 1 (Homo sapiens), Q9NZ08; 340,000 compounds, 0.15% hits; recombinant ERAP1, Leu-AMC fluorescence, 60 min; inhibition, % at 10.7 µM; AID 652197, 2013;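 active means mean replicate inhibition of at least 30%, or all replicates individually reaching that 30% level; inactive means mean below 30% and not every replicate reaching it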;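 further: 0% = neutral control wells and 100% = L-leucinethiol positive control wells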
# RAD52 inh = RAD52 DNA annealing inhibitors, primary screen, biochemical, FRET, single point, set 2. DNA repair protein RAD52 homolog (Homo sapiens), P43351. recombinant RAD52 DNA annealing, FRET fluorescence. inhibition, % at 18.7 µM. 360,000 compounds, 0.46% hits. AID 651710, 2012;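 active means every replicate showing at least 50% inhibition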
# ERp5 inh = inhibitors of ERp5-driven insulin aggregation, primary screen, biochemical, turbidity, absorbance 650 nm, single point. inhibition, % at 9.99 µM. 90 min. Protein disulfide-isomerase A6 (Homo sapiens), Q15084. AID 651711, 2012. 350,000 compounds, 0.05% hits;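 active means mean replicate inhibition above about 25%, with every replicate also reaching it, limit read from the data, passing the limit was not always enough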
# Target sequence (Q15084 whole entry, looked up): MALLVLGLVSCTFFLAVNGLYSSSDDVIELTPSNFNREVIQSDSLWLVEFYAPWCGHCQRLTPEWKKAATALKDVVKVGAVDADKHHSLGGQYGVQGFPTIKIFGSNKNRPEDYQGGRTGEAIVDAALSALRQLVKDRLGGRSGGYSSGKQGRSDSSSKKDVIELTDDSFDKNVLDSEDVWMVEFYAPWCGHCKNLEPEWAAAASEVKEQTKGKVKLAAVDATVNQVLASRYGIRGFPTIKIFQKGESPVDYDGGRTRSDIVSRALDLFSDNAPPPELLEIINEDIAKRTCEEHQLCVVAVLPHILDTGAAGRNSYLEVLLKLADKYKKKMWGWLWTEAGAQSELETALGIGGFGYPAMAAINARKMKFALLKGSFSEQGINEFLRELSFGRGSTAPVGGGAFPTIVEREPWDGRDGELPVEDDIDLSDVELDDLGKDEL
# S100A4 inh HTS = inhibitors of S100A4-myosin IIA peptide binding, primary screen, biochemical, fluorescence polarization, TAMRA-MyoIIA peptide | Protein S100-A4 (Homo sapiens), P26447 | 360,000 compounds, 0.14% hits | inhibition, % at 10.7 µM | AID 652163, 2013;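 active means mean inhibition of at least 70% across replicates, with every replicate also reaching that level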
#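 Test system – S100A4 monomer (human) · Compound – single-point compound testing · Schedule – 5 min incubation before reading · Probe or stimulus – TAMRA-labelled myosin IIA heavy-chain peptide probe, 5 nM · Benchmarks – neutral control DMSO, positive control TFP · Medium – Calcium-containing HEPES buffer, pH 7.2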
# RAD54 branch = inhibitors of human RAD54 branch migration, primary screen, biochemical, fluorescence, single point; inhibition, % at 10.4 µM; 360,000 compounds, 0.14% hits; RAD54 Holliday junction branch migration, FAM/BHQ fluorescence;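 active means mean normalized replicate activity at least 40 and at least half of replicates scoring 40 or more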;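 further: 0% = median of neutral control wells and 100% = median of positive control wells; inhibitors cause a drop in the FAM fluorescence signal; in these data hits start at about 50%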
# E-sel inducer = E-selectin induction in HUVECs, primary screen, imaging, HUVEC, immunofluorescence imaging, single point; P16581; normalized: neutral wells 0, TNF-alpha wells 100; activation, % at 7.58 µM; 260,000 compounds, 0.37% hits;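 active means mean E-selectin-positive cell signal at least 10% of the positive control, reached in at least 60% of replicates, without over 20% cell loss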;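 further: in these data hits start at about 27%; measured in HUVEC primary endothelial cells; signal is the percent of cells scored E-selectin positive by PE staining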
# Target sequence (P16581 whole entry, looked up): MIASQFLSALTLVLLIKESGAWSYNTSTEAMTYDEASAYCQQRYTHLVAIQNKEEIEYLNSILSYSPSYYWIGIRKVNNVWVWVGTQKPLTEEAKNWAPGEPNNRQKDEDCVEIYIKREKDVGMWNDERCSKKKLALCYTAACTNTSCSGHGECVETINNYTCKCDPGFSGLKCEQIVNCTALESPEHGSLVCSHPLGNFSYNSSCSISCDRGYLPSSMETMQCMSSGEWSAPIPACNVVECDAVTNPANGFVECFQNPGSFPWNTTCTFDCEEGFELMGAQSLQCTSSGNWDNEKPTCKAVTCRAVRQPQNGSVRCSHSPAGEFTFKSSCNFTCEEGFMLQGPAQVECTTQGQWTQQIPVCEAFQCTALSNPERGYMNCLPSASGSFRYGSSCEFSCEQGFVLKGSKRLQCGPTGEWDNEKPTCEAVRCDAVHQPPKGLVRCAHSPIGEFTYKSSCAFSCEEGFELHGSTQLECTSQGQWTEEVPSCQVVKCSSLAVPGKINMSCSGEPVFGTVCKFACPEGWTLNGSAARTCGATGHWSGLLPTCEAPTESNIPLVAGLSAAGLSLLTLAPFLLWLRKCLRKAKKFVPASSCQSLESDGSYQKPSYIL
#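 Assay system: HUVEC, human umbilical vein endothelial cells / Amount: 3,000 HUVEC/well / Controls: TNF-alpha positive control, DMSO neutral control / Compound dosing: single concentration / Medium: EGM-2 over gelatin coat / Evaluation: percent E-selectin-positive cells / Signal: immunofluorescence imaging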
# XiGFP reactiv = activators of inactive X chromosome reactivation, primary screen, imaging, XiGFP fibroblasts, GFP high-content imaging, set 2. 360,000 compounds, 0.055% hits. activation, % at 7.58 µM. XiGFP mouse fibroblasts, % GFP-positive cells imaging, 3 d; cells co-treated with 5-aza-dC sensitizer; scaled so ellipticine positive control = 100%. AID 743238, 2013;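 active means mean normalized replicate activation at least 10% and every replicate at or above 10%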;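 further: 0% = median of on-plate neutral control wells and 100% = ellipticine 6 µM median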
#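 System: XiGFP fibroblasts, SV40-immortalized. Medium: DMEM plus 5-aza-dC sensitizer. Doses: single point. Timing: 3 d treatment, 15 min room-temperature fixation. Control set: ellipticine 6 µM.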
# Starred values were filed as active, the others as inactive; x = not tested or not shown. Hits appear at their usual frequency; about 2.5% have a hit in one of these screens.
SMILES,esBAF inh,ERAP1 inh,RAD52 inh,ERp5 inh,S100A4 inh HTS,RAD54 branch,E-sel inducer,XiGFP reactiv
Cc1ccc(C(=O)NCC(=O)NCC(c2ccco2)N2CCCCC2)cc1C (centres undefined),5.6,2.2,-23.5,1.9,-8.8,-2.4,x,0.1
Cc1cc(C(=O)C(=O)O)c(C)n1-c1ccc(Cl)cc1,-2.4,2.0,-12.1,7.2,-3.0,-5.0,x,0.0
O=C(Nc1cccc(Cl)c1)N[C@@H]1CC[C@@H](CCNC(=O)C2CCCCC2)O[C@H]1CO,-3.9,-2.6,1.2,1.7,5.8,0.9,0.0,0.1
COc1ccc(-n2nnc3c(=O)n(CC(=O)Nc4cc(C)on4)cnc32)cc1OC,x,0.3,-25.9,3.4,-3.0,x,0.0,0.0
COc1cc(OC)cc(C(=O)O/N=C(\N)c2cccc(C)c2)c1,28.7,1.3,0.5,2.9,-2.6,-4.8,x,0.0
CN(CC(=O)Nc1ccc(Cl)c(C(F)(F)F)c1)C(=O)c1cccs1,x,4.0,6.5,-3.2,-4.0,1.9,x,0.0
CN(C)CCCNC(=O)[C@H]1[C@H](CO)[C@H]2Cn3c(cccc3=O)[C@@H]1N2C(=O)Nc1cc(F)ccc1F,3.0,x,1.5,-5.8,x,5.9,-0.3,0.1
CCC(Cc1ccccc1)NCc1c(C(=O)O)c(C)n(Cc2ccccc2)c1C (centres undefined),x,-0.1,5.8,-2.4,-3.5,x,x,0.0
C(=NOCCc1ccccc1)c1ccncc1,48.7*,2.1,-4.1,-0.8,-3.8,6.0,-0.3,-0.1
CN(C)c1ccc(/C=N/N(CCO)C2=NS(=O)(=O)c3ccccc32)cc1,x,-4.2,-278.6,1.7,40.5,x,5.0,2.1
COC(=O)[C@]12C[C@H](CC(=O)N3CCN(C(=O)C4CC4)CC3)C(=O)N(CCC3=CCCCC3)C1=C[C@H](C(C)(C)C)O[C@@H]2C,x,-1.8,-2.9,0.9,1.0,x,1.6,0.0
CCOC(=O)c1sc(=NC(=O)CCS(=O)(=O)c2ccccc2)n(C)c1C,x,6.6,-12.3,-0.5,-0.9,x,0.0,0.1
CO[C@H](CN(C)S(=O)(=O)c1ccc(C)cc1)[C@@H](C)CN([C@H](C)CO)S(=O)(=O)c1cccc(Cl)c1,0.5,1.1,-8.8,-2.1,0.7,3.7,0.1,0.2
CCCCOc1cccc(C(=O)NC(=S)Nc2cccnc2)c1,x,2.0,-8.1,-2.0,-2.6,2.0,0.1,-0.1
Cc1ccc(/C=C2\SC(=S)N(CCC(=O)NNC(=O)c3ccncc3)C2=O)cc1,x,1.4,-56.8,-4.5,-9.7,-7.3,0.2,0.0
CSc1ncccc1C(=O)OCc1ccc([N+](=O)[O-])cc1,-3.7,0.6,-6.5,-1.7,-7.6,3.3,0.7,-0.1
CCOc1ccc(C(C)NC(=O)c2ccccc2OCc2c(C)noc2C)cc1OCC (centres undefined),-8.9,-3.4,2.0,1.8,-3.6,-8.1,-0.4,0.0
O=C(Nc1ccc(N2CCN(C(=O)c3ccco3)CC2)c(Cl)c1)c1cccnc1,9.5,-2.0,-3.2,-6.8,5.2,x,-1.1,0.8
CCOC(=O)C1=CC[C@]2(C)c3c(c4ccccc4n3C)C(=O)C1N2C,2.6,3.3,11.7,11.2,-2.0,-3.9,-0.1,0.4
Cc1nc2ccc(NS(=O)(=O)c3ccccc3Cl)cc2s1,7.9,0.2,-13.8,-1.2,-3.5,12.8,0.9,0.5
O=C(C[C@H]1CC[C@@H](NC(=O)Nc2ccc3c(c2)OCO3)[C@@H](CO)O1)NCc1ccc2c(c1)OCO2,2.5,-3.9,-20.6,-5.5,-12.2,0.7,0.3,-0.5
O=C(O)c1nc2ccccc2nc1C(=O)O,-3.5,3.6,-36.3,2.8,1.1,-11.4,x,x
O=Cc1ccc2c(c1)OCCOCCOCCOCCO2,x,-0.8,-11.3,-1.5,-1.0,-2.8,2.5,-0.1
O=C(/C=C/c1ccc(S(=O)(=O)N2CCOCC2)cc1)NCCc1ccc(C(F)(F)F)cc1,-2.1,-3.1,-13.6,1.1,15.4,-1.5,x,-0.1
C/C(=N\Nc1cc(C)nc(NCc2ccccc2)n1)c1ccc([N+](=O)[O-])cc1,x,-1.0,-6.4,0.0,0.7,-4.4,0.0,-0.1

# The closing two entries of the section before lead into the next.
SMILES,esBAF inh,ERAP1 inh,RAD52 inh,ERp5 inh,S100A4 inh HTS,RAD54 branch,E-sel inducer,XiGFP reactiv
O=C(/C=C/c1ccc(S(=O)(=O)N2CCOCC2)cc1)NCCc1ccc(C(F)(F)F)cc1,-2.1,-3.1,-13.6,1.1,15.4,-1.5,x,-0.1
C/C(=N\Nc1cc(C)nc(NCc2ccccc2)n1)c1ccc([N+](=O)[O-])cc1,x,-1.0,-6.4,0.0,0.7,-4.4,0.0,-0.1
CCOC(=O)C1(Cc2cccc(Cl)c2)CCCN(C2CCN(C(C)=O)CC2)C1 (centres undefined),-2.6,13.9,-95.9,2.8,-28.2,-3.7,0.2,0.0
COc1ccc(C(=O)NCc2nnc(SCC(=O)N3CCCC3)o2)cc1,-8.9,1.1,-3.8,7.3,-2.6,-9.6,x,0.1
O=C(NC1CCCCCCC1)c1cccnc1,-0.4,-5.8,2.5,0.8,0.2,2.4,6.9,0.0
COc1ccc2c(COC(=O)CNS(=O)(=O)c3ccccc3)cc(=O)oc2c1,-4.6,2.2,-33.1,-20.4,0.7,5.2,x,0.0
CC(=O)Nc1ccc(S(=O)(=O)Nc2cccc3[nH]ncc23)cc1,x,-0.3,-1.3,2.6,3.2,x,x,0.0
COc1ccc(NC(=O)C2(C)Cc3c(-c4ccc(NC(C)=O)cc4)ccnc3O2)cn1 (centres undefined),-9.1,-1.2,-17.9,2.7,4.7,-7.0,0.2,0.5
C[C@@H]1CCCCO[C@H](CN(C)C(=O)Nc2ccccc2)[C@@H](C)CN([C@@H](C)CO)C(=O)c2cc(NC(=O)c3ccncc3)ccc2O1,-3.8,-0.6,11.5,0.4,-10.4,0.8,x,-0.1
COc1ccc(S(=O)(=O)N2CCCCC2)cc1NC(=O)CCc1cc(OC)c(OC)c(OC)c1,-0.7,1.2,-8.4,0.5,-7.9,-10.3,1.5,0.5
CCOC(=O)[C@H]1[C@H]2COc3ccc(OC)cc3[C@@H]2N2C(=O)c3cc(C)ccc3NC(=O)[C@@]12C,-0.6,3.1,2.7,-1.8,-1.5,-7.0,x,0.0
COc1ccc(Cc2nnc3sc(SCC(=O)Nc4ccccc4)nn3c2=O)cc1OC,2.6,-3.2,-1.3,1.1,-3.8,-11.9,x,-0.1
CCCNC(=O)[C@H]1[C@H](CO)[C@H]2Cn3c(ccc(-c4ccc(OC)cc4)c3=O)[C@H]2N1CCC,-2.8,-1.3,-7.5,-3.9,16.7,-0.8,-0.2,0.5
CC(C)NC(=O)Nc1ccc2c(c1)CC(=O)N([C@@H](C)CO)C[C@@H](C)[C@H](CN(C)S(=O)(=O)c1cccs1)O2,1.4,2.5,-5.0,1.8,-1.1,0.4,-0.1,0.2
O=C(NCCCN1CCOCC1)c1ccc(S(=O)(=O)Nc2cccc(C(F)(F)F)c2)cc1,-3.3,0.8,-5.4,1.2,1.8,-2.9,-0.1,-0.1
C[C@H]1CN([C@@H](C)CO)C(=O)c2cc(NS(=O)(=O)c3cccs3)ccc2O[C@@H]1CN(C)Cc1ccc(Oc2ccccc2)cc1,2.7,0.0,-7.7,4.5,3.5,-0.1,-11.4,-0.1
CC(C)c1ccc(NC(=O)CSc2nnc(CN3CCOCC3)n2C)cc1,3.1,-0.5,-12.8,-1.0,3.8,-4.7,-0.2,0.0
Cc1nc2c(=O)[nH]c(=S)n(C)c2nc1C,x,3.4,-23.8,1.2,-1.4,x,0.7,0.1
Cc1ccc(S(=O)(=O)N2CCCC2C(=O)Nc2nc3ccccc3s2)cc1 (centres undefined),4.6,1.2,2.6,2.0,3.0,-2.5,x,x
CCOC(=O)N1CCN(C(=O)c2ccc3c(SCC(=O)O)c4c(nc3c2)CCC4)CC1,-3.3,-3.1,-7.7,-6.2,-2.0,-7.2,x,0.4
CO[C@@H]1CN(C)C(=O)c2cc(NC(=O)C3CC3)ccc2OC[C@H](C)N(C(=O)CN(C)C)C[C@@H]1C,-5.3,-0.2,7.4,-1.2,1.9,-6.2,-0.1,0.2
COc1ccc(S(=O)(=O)N(C)C[C@H]2OCCCC[C@H](C)Oc3ccc(NC(=O)NC4CCCCC4)cc3C(=O)N([C@@H](C)CO)C[C@H]2C)cc1,-8.5,0.2,-52.4,4.6,4.7,-5.1,x,0.0
C[C@H](NC(=O)[C@@H]1Cc2ccccc2CN1C(=O)OC(C)(C)C)C(=O)NC1CCCCC1,-4.2,-2.8,7.5,6.1,-2.3,-5.2,x,0.0
C[C@@H]1CN([C@H](C)CO)S(=O)(=O)c2ccc(C#CC3CCCC3)cc2O[C@H]1CN(C)C,-1.9,-8.5,26.8,-1.7,0.8,-14.1,x,0.3
Cc1cccc(CN(C)C[C@@H]2OCc3cn(nn3)CCCC(=O)N([C@H](C)CO)C[C@H]2C)c1,-6.2,-2.1,-9.3,-2.2,-0.7,2.5,0.3,-0.1
C[C@H]1CCCCO[C@@H](CN(C)CC2CCCCC2)[C@@H](C)CN([C@@H](C)CO)C(=O)c2cc(NC(=O)CCC(F)(F)F)ccc2O1,-1.1,x,x,x,x,9.0,-0.4,-1.2
O=C(NC1CCC1)[C@@H]1[C@@H](CO)[C@@H]2Cn3c(cccc3=O)[C@H]1N2CC1CCCC1,x,1.1,-2.9,0.1,9.3,x,-0.5,0.3

# The results go on:
SMILES,esBAF inh,ERAP1 inh,RAD52 inh,ERp5 inh,S100A4 inh HTS,RAD54 branch,E-sel inducer,XiGFP reactiv
COc1ccc(NC(=O)c2cc(C3CCCCN3S(=O)(=O)c3c(C)noc3C)on2)c(C)c1 (centres undefined),7.0,3.8,-10.7,7.5,-2.1,-0.3,0.1,-0.1
CO[C@H]1CN(C)C(=O)c2ccc(NS(C)(=O)=O)cc2OC[C@@H](C)N(C(=O)CC2CC2)C[C@@H]1C,2.6,1.0,1.7,-10.7,-14.5,2.9,0.2,0.0
CC(=O)N[C@@H](Cc1c[nH]c2ccccc12)C(=O)OCC(=O)Nc1ccc(S(=O)(=O)N(C)C)cc1,x,0.3,-17.0,-2.2,-4.2,x,0.8,0.0
O=C(CC1S/C(=N/N=C/c2cccnc2)NC1=O)Nc1ccccc1 (centres undefined),5.1,-3.3,-65.7,5.2,-10.4,-8.3,5.3,0.0
Cc1ccc(-c2ccccc2[C@@H]2[C@H](C#N)N(C(=O)c3cccc(F)c3)[C@H]2CO)cc1,x,-0.3,6.6,-1.0,0.0,x,0.2,0.0
COc1cc(/C=N/NC(=O)C2COc3ccccc3O2)ccc1O (centres undefined),-0.9,x,-5.5,2.7,0.8,x,0.0,0.0
